ABCB6 inh 2: human ABCB6 transporter inhibition | K562-ABCB6 porphyrin accumulation, flow cytometry, 1 h; active compounds read low | fluorescence ratio to DMSO, % at 10 µM | 0.19% of 360,000 active | AID 602162;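 active = fluorescence ratio to DMSO below 75%, the collection mean minus 3 SD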;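 note: signal is porphyrin accumulated inside mitochondria; 100% equals median channel fluorescence of DMSO control wells; lower ratio means ABCB6 inhibition with less porphyrin fluorescence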
Target sequence (Q9NP58 whole entry, looked up): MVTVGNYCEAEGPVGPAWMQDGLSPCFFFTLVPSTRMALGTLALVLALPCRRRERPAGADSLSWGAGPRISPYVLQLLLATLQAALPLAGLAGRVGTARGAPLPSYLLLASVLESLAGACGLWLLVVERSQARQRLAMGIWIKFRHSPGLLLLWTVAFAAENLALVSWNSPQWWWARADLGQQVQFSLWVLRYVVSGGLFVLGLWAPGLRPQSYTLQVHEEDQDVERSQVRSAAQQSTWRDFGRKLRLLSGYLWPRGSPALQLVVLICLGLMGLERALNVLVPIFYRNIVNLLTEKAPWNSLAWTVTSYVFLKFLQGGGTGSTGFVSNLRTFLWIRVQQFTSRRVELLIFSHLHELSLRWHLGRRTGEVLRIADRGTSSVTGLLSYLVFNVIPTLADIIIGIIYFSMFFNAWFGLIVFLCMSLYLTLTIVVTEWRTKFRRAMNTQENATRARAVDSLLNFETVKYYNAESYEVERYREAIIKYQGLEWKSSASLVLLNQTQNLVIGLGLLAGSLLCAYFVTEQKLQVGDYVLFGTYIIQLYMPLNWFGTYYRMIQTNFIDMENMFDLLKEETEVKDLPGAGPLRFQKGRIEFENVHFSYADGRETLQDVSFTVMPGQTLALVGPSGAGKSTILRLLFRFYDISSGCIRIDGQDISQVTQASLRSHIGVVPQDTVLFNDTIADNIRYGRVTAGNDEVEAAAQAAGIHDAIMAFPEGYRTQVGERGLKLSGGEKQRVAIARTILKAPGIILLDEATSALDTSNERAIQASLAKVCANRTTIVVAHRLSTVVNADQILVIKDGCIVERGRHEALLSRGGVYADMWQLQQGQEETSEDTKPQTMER
Granule exo inh: blocks lytic granule exocytosis | TALL-104 LAMP-1 surface exposure, flow cytometry; cells stimulated with thapsigargin and PMA | inhibition, % at 10 µM | 0.66% of 360,000 active | AID 651702;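 active = inhibition above about 55%, limit read from the data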
hiPSC survival: increases survival of single human iPS cells | survival enhancement, % at 20 µM | 0.044% of 360,000 active | hiPSC single-cell survival, ATPlite luminescence; 100% = ROCK inhibitor wells, 0% = DMSO | AID 602274; in the data active = survival enhancement above about 18%;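 note: cells exposed to compounds for 16 hours before the ATP read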
Cardio protect: modulators protecting cardiomyocytes from myocardial damage; H9c2 cardiomyocytes, H2O2 injury protection, ATPLite, 2 h; protection from H2O2 cell death, % at 20 µM; 0.63% of 360,000 active; AID 588492;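 active = compounds giving at least 50% protection of heart cells from peroxide-induced death in the single-dose screen, raw or plate-pattern-corrected value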;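 note: 0% = DMSO wells with peroxide and 100% = DMSO wells without peroxide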
HTR2A ag: agonists of mouse serotonin 5-HT2A receptor (HTR2A); P35363; 0.66% of 360,000 active; CHO-K1 mHTR2A beta-arrestin complementation, luminescence; percent of 30 µM serotonin response; activation, % at 7.6 µM;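 active = activation above a run cutoff, the mean activation of all tested compounds plus 3 SD, cut at about 14% in these data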;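 note: 0% = plate median of compound wells and 100% = 30 µM serotonin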
MC4R ag barr: activates human MC4R beta-arrestin recruitment; U2OS MC4R beta-arrestin complementation, luminescence; percent of melanotan II response, DMSO zero; activation, % at 8.9 µM; 0.98% of 360,000 active; AID 540308;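 active = activation above a per-plate cutoff, the mean activation of sample wells on that plate plus 3 SD, cut at about 8% in these data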
MC4R antagonist: human MC4R antagonism in cAMP assay | P32245 | AID 540295 | MC4R-expressing cells, MTII-stimulated cAMP, LANCE TR-FRET | inhibition, % at 6.5 µM | 0.48% of 360,000 active;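 active = inhibition above its plate's cutoff, the mean of tested wells on that plate plus 3 SD, cut at about 29% in these data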;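 note: 0% = Melanotan II alone and 100% = Melanotan II plus saturating MCL0020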
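System – human MC4R-expressing U2OS cells · Also added – Melanotan II · Dosing – one concentration, 6.5 µM nominal · Timing – 30-min compound, 1-h challenge, 1-h detection, room temperature · Measured by – Eu-cAMP/anti-cAMP TR-FRET, emission 671 nm · Replicates – singlicate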
aDG glyco act: alpha-DG glycosylation activation; AID 624168; Pro5-aDG cells, alpha-DG glycosylation AlphaScreen (IIH6); 0% Pro5, 100% B10-LARGE cell signal; 0.22% of 360,000 active; activation, % at 10 µM;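 active = activation of at least 8% versus controls, or a plate z-score of at least 8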;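 note: Pro5 are CHO cells carrying HIG-tagged alpha-DG that lacks glycosylation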
ABHD5 PLIN5 PPI: ABHD5-PLIN5 protein interaction inhibition; Q00G26+Q8WTS1; Split G. princeps luciferase complementation, luminescence, 4 h; inhibition, % at 4 µM; 0.78% of 360,000 active; AID 602281;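 active = inhibition above the mean inhibition across every tested compound plus 3 SD, cut at about 22% in these data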;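 note: 0% = DMSO only wells and the 100% control is not disclosed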
Glyco luc inh: blocks N-linked glycosylation in D54 reporter cells. D54 ERlucT glycosylation luciferase reporter, 24 h; percent of 100 nM tunicamycin response. reporter increase, % at 12.5 µM. 0.23% of 360,000 active. AID 588692;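 active = mean luciferase reporter signal, scaled so untreated is 0 and the glycosylation-blocking control 100, at or above a set limit in every replicate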;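 note: luciferase carries N-glycosylation sites so blocking glycosylation raises the light; 0% = median of neutral control wells and 100% = median of 100 nM tunicamycin wells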
The depositor's hits bear a star; nt = no result given. Outcome played no part in choosing rows; about 4.5% have a hit in one of these screens.

SMILES	ABCB6 inh 2	Granule exo inh	hiPSC survival	Cardio protect	HTR2A ag	MC4R ag barr	MC4R antagonist	aDG glyco act	ABHD5 PLIN5 PPI	Glyco luc inh
COc1ccc(NC(=S)N2CCN(c3ccccn3)CC2)cc1	97	-4	-1.1	1	11	1.6	-3	0.0	-3	0
Cc1ccn(CC(=O)NC2CC(C)(C)Cc3c2cnn3-c2ccc(F)cc2)n1 (stereo not drawn)	98	1	-0.3	-3	2	-2.7	-4	0.2	4	0
COC[C@H]1CCCN1c1ccc2c(c1)O[C@@H](COCc1ccccc1)CN([C@H](C)c1ccccc1)S2(=O)=O	89	-2	-0.2	nt	-2	nt	nt	-0.5	-1	nt
O=C(NC1CCCCC1)NC1(C(=O)N2CCN3CCCC3C2)CCCCC1 (stereo not drawn)	91	2	-0.5	4	3	0.7	8	0.0	-6	-1
COCCNC(=S)N/N=C(\C)c1ccc(C)c([N+](=O)[O-])c1	94	-3	-0.6	2	0	-1.7	0	3.5	5	0
CCCCCCCCN1[C@@H](CC(=O)OC)c2cc(C(F)(F)F)ccc2S1(=O)=O	98	-5	-2.8	-28	2	-0.6	7	0.2	-2	-1
COc1cc(-c2nc(CN3CCN(C(=O)c4ccco4)CC3)c(C)o2)ccc1F	90	0	-0.5	2	5	-3.8	-2	0.0	3	0
O=C(N[C@H]1CCC(=O)N([C@H](CSc2ccc(Br)cc2)Cc2ccccc2)CC1)OCc1ccccc1	87	-4	-0.4	1	-5	-1.2	10	1.4	8	-10
CN(C)CCCN1C(=O)CSC1c1ccccc1 (stereo not drawn)	98	-3	-0.9	14	2	0.9	19	0.2	-7	-1
O=C(COc1ccccc1Br)c1ccc(O)cc1O	94	-2	-1.9	-4	1	0.3	7	-0.2	-6	-2
COc1ccc(OC)c(CNC(=O)CCn2nc(C)c3c(C)n(-c4ccccc4)nc3c2=O)c1	109	-4	-0.4	-2	-3	-0.5	6	-0.1	13	2
CC(C)(C)OC(=O)N1CCN(C(=O)c2ncn(Cc3ccccc3)c2C(=O)N2CCN(C(=O)OC(C)(C)C)CC2)CC1	97	-3	-1.4	3	-2	-1.4	1	0.2	-4	0
C=C1C[C@H](O[C@@H]2O[C@H](CO)[C@@H](O)[C@H](O)[C@H]2O)[C@@H]2[C@H](OC(=O)[C@H]2C)[C@H]2[C@H](C)[C@@H](O)C[C@@H]12	99	-6	2.0	-3	2	-0.1	10	0.3	8	2
CCOC(=O)C1(CCOC)CCN(Cc2nc(C(C)C)cs2)CC1	92	-1	-2.9	-1	3	1.0	1	-0.4	1	-1
CCC(CC)N=C1NS(=O)(=O)c2cc([N+](=O)[O-])ccc21	101	4	0.1	3	-1	-1.7	5	2.2	-2	4
CCc1ccc(Nc2nnc(SC(C)C(=O)NC3CC3)s2)cc1 (stereo not drawn)	96	-8	1.0	-8	-8	-2.8	-1	-0.1	78*	1
COc1ccccc1/C=C(/CC(=O)NCc1ccccc1)c1nc2ccccc2s1	97	4	-1.5	-2	1	-0.8	0	0.3	0	-2
Cc1cccc(NC(=O)N2CCC(C(=O)c3ccc(F)cc3)CC2)c1	91	-17	-0.4	-7	-3	1.3	3	0.2	-2	-1
CC(=O)c1cnc2nc(SCc3cccc(C)c3)nn2c1C	99	2	-0.8	5	-3	-0.5	12	0.0	6	0
CCOC(=O)C1=C(COC(=O)/C=C/c2cccc(Br)c2)NC(=O)NC1C (stereo not drawn)	98	-2	0.3	4	1	1.8	3	0.2	-5	-4
Cc1cccc(NC(=O)CSc2nnc(CSc3nc(C)cc(C)n3)n2Cc2ccco2)c1	105	6	6.5	-2	7	1.6	5	0.5	2	-1
CC1Sc2ccc(S(=O)(=O)CCC(=O)N3CCN(c4ccccc4)CC3)cc2NC1=O (stereo not drawn)	101	1	0.1	5	-4	-1.8	-5	0.0	-6	0
S=C(NCCN1CCOCC1)N/N=C/c1c2ccccc2cc2ccccc12	111	2	-4.5	9	-7	-1.3	8	0.4	0	5
COc1ccccc1C1CCN(Cc2ccc(C)cc2)CC1	90	3	-0.7	-4	-14	0.3	-11	-0.2	3	-3
Cc1c(C(c2cccc(O)c2)c2c(C)n(C)n(-c3ccccc3)c2=O)c(=O)n(-c2ccccc2)n1C	100	22	3.7	9	4	-0.8	7	0.0	-2	1
C=CC(C)(C)c1cc2cc3ccoc3cc2oc1=O	98	3	1.3	-11	2	-0.9	3	-0.3	1	-1
COc1ccc(S(=O)(=O)N2CCCOC2CNC(=O)C(=O)NCc2ccccn2)cc1 (stereo not drawn)	99	-1	0.5	2	0	-3.1	0	0.1	2	0
CCOC(=O)c1c(C)n(C)c2ccc(O)c(CN(C)C)c12	93	-3	-0.2	16	-7	1.7	3	0.4	2	4
c1ccc(Oc2cccc(OCCn3cncn3)c2)cc1	84	3	-0.6	2	-4	-1.8	-2	0.3	-4	-4
Cc1ccc(NS(=O)(=O)c2ccc(C(=O)NCc3ccccn3)cc2)cc1	106	1	0.0	-9	2	-1.4	2	0.2	-6	-1
O=C(c1c[nH]c(=O)n(-c2ccccc2)c1=O)N1CCc2ccccc21	104	1	-0.7	3	-1	-1.2	4	0.3	2	2
CCCCNC(=O)CSc1nc2ccccc2n1S(=O)(=O)c1ccc(Br)cc1	100	1	1.0	2	-3	-2.1	1	0.0	2	0
COC(=O)c1cc(=O)n(Cc2ccc(F)cc2)c(=NCc2ccc(F)cc2)s1	103	0	-1.8	-3	0	-2.9	3	-0.1	-1	4
Cc1cc(C)nc(NC(=O)Nc2ccc(F)cc2F)n1	95	-1	-0.3	-3	6	-0.7	5	-0.1	-2	1
COc1ccc(C)cc1NC(=O)CSc1nnc(-c2ccco2)n1Cc1ccco1	95	-6	-1.7	1	-4	3.5	-7	0.0	16	1
O=C(COc1cccc(Br)c1)N/N=C/C(=O)c1ccccc1	98	-1	1.1	8	-4	2.1	23	0.2	5	-2
CCN(CC)C(=O)Cn1cc(S(=O)(=O)CC(=O)Nc2cc(OC)ccc2OC)c2ccccc21	97	0	0.0	0	-4	-1.3	13	0.5	-3	0
O=C(Nc1ccc(N2C(=O)C3C4C=CC(C4)C3C2=O)cc1)Nc1cccnc1 (stereo not drawn)	108	-2	7.4	-3	-7	-1.2	0	0.2	3	-2
COc1ccc(S(=O)(=O)N2CCN(c3cnccn3)CC2)cc1OC	101	13	-1.6	-2	1	-1.5	10	0.0	-4	1
CN(CC(=O)Nc1ccc(F)cc1)C(=O)CN1C(=O)NC(CCc2ccccc2)C1=O (stereo not drawn)	102	-1	-3.3	0	2	0.0	8	0.6	4	3
COc1ccc(NC(=O)COC(=O)C2CC2)c(OC)c1	95	7	2.9	0	-4	-0.4	-3	-0.1	4	-1
COCCCn1cnc2c(c1=O)c1nc3ccccc3nc1n2-c1ccc(C)cc1	98	2	-0.3	13	1	2.9	-6	0.5	11	-3
Cc1ccccc1OCC(=O)Nc1ccc(S(=O)(=O)Nc2ccccn2)cc1	90	-3	0.3	-5	-3	-1.5	0	0.0	-6	1
COc1cc(NC(=O)c2cccc(C)c2)c(Cl)cc1[N+](=O)[O-]	102	-1	-0.9	-4	-3	0.8	4	0.3	1	-1
COc1ccccc1CNCc1cc(OC)c(OC)c(OC)c1	97	-7	1.5	0	-1	-1.4	30*	-0.1	-3	1
NC(=S)Cc1nc(-c2ccc(Cl)cc2)cs1	105	2	-0.5	-12	-2	-2.1	-4	6.2	-29	4
O=C(NCCCN1CCCCC1)c1ccc(CS(=O)c2ccc(Cl)cc2)o1 (stereo not drawn)	102	6	1.3	0	7	-1.1	0	0.0	4	-4
N/C(=N\OC(=O)CCCc1ccccc1)c1ccccc1	95	31	-0.3	-2	3	-1.4	7	-0.1	0	-2
CN(CC(=O)Nc1ccccc1C(F)(F)F)C(=O)C1CC1	99	0	0.8	1	5	-1.6	1	-0.2	1	1
COc1ccc(N2CCN(C(=O)CCN3C(=O)c4ccccc4S3(=O)=O)CC2)cc1	107	-2	-1.7	-1	2	0.5	15	-0.3	-5	1

Results in Glyco luc inh and MC4R ag barr, for some of the entries so far:
mol | Glyco luc inh | MC4R ag barr
COCCCn1cnc2c(c1=O)c1nc3ccccc3nc1n2-c1ccc(C)cc1 | -3 | 2.9
Cc1ccccc1OCC(=O)Nc1ccc(S(=O)(=O)Nc2ccccn2)cc1 | 1 | -1.5
COc1cc(NC(=O)c2cccc(C)c2)c(Cl)cc1[N+](=O)[O-] | -1 | 0.8

The list goes on:
SMILES	ABCB6 inh 2	Granule exo inh	hiPSC survival	Cardio protect	HTR2A ag	MC4R ag barr	MC4R antagonist	aDG glyco act	ABHD5 PLIN5 PPI	Glyco luc inh
CCN(CC)CCN(C(=O)c1ccc(Br)s1)c1nc2cc3c(cc2s1)OCO3	95	-10	0.3	-3	4	-0.7	22	0.1	-4	1
CSc1nc(N)nc(N(C)C)n1	95	-4	0.5	-2	-5	-1.9	3	0.0	2	2
O=C(NC1CCCCC1)C(c1ccccc1F)N(C(=O)c1csnn1)C1CCCC1 (stereo not drawn)	104	3	0.5	-3	0	0.2	3	0.0	-7	0
O=C(Nc1ccc(Cn2cccn2)cc1)c1ccc(COc2ccc(Br)cc2)cc1	72*	-1	-3.2	9	-3	-0.3	-1	0.1	-10	2
CN(C)S(=O)(=O)c1ccc(Cl)c(NC(=O)CN2CCN(c3ccccn3)CC2)c1	95	-13	-0.1	-6	5	0.2	2	0.1	4	-6
COc1ccc(CN(C(=O)/C=C/c2ccccc2Cl)C2CCS(=O)(=O)C2)cc1 (stereo not drawn)	94	6	-0.5	1	1	0.3	16	-0.1	-2	-1
O=C(Nc1cc2c3c(c1)CC(=O)N3CCC2)c1ccc(F)cc1	99	-1	-0.2	14	-3	-1.9	6	0.3	-1	11
Cc1c[nH]c2cccc(OCC(O)CNC(C)(C)C)c12 (stereo not drawn)	103	-4	2.9	1	-2	-0.5	-5	0.1	2	3
CCc1ccc(NC(=O)CC2C(=O)N(c3cccc(OC)c3)C(=O)N2CCOC)cc1 (stereo not drawn)	100	0	-0.2	4	1	-0.8	13	0.0	2	0
CC(C)N(C(=O)Cn1c(SCC(=O)Nc2nccs2)nc2ccccc21)C(C)C	95	-4	0.1	3	0	-0.5	14	0.1	1	1
CCn1c(SCC(=O)N(C)C)nc2cc(S(=O)(=O)N3CCOCC3)ccc21	103	2	-0.4	0	-1	-2.3	-3	0.8	-1	1
C=C(C)Cn1c2ccc(NC(=O)NCC)cc2c(=O)n1C	99	-4	-2.3	-1	0	0.0	-4	-0.1	-2	0
Cc1ccccc1CN1C(=O)CSCC1(C)C(=O)NCc1ccccc1 (stereo not drawn)	nt	-1	nt	nt	-7	nt	nt	0.1	-7	nt
COc1ccc(C2CC(=O)Nc3cc(OC)c(OC)cc32)cc1Br (stereo not drawn)	105	-2	0.9	-1	7	1.4	4	0.2	-2	1
